Screening data from PubChem BioAssay.
APE1 inh: qHTS Assay for Inhibitors of the Human Apurinic/apyrimidinic Endonuclease 1 (APE1); recombinant APE1, TAMRA/BHQ-2 abasic DNA cleavage fluorescence; 0.35% of 350,000 active; Potency, µM (doses to about 65.8 µM), inactives show top-dose activity change, negative = inhibition, hits mostly inhibitors;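 further: plate controls were vehicle for no effect and reference inhibitor for full effect; nearly all actives have a fitted effect of over 55% in size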
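Enzyme (0.75 nM final) and test compound are incubated 15 min at room temperature before adding 50 nM quenched THF abasic-site duplex. Cleavage dequenches TAMRA, followed at 525/598 nm over three reads one minute apart.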
POLB inh: qHTS Assay for Inhibitors of DNA Polymerase Beta; P06746; Pol beta primer extension/strand displacement, fluorescence kinetic; Potency, µM (highest dose often 114 µM), inactives show top-dose activity change, negative = inhibition, hits mostly inhibitors; 1.3% of 340,000 active; AID 485314, 2010; further: on the % scale 0 is the no-effect control and ±100 the full control effect
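Homogeneous kinetic assay of primer extension and strand displacement by 10 nM Pol beta, preincubated 15 min at room temperature with compound before 50 nM substrate (final) was added. Read at 0 and 10 min; four-parameter Hill fit.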
POLI inh: qHTS for Inhibitors of Polymerase Iota. 1% of 390,000 active. Potency, µM (top dose mostly 115 µM), inactives show top-dose activity, negative = inhibition, actives largely listed as inhibitors. DNA polymerase iota (Homo sapiens), Q9UNA4. Pol iota fluorescent replication assay, 10 min
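Fluorescent replication assay read twice, at 0 min and 10 min after adding 50 nM (final) substrate. Enzyme (10 nM) and compounds were first incubated 15 min at room temperature; enzyme-free buffer wells were negative controls.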
Apoferritin bind: qHTS Assay for Identification of Novel General Anesthetics; Ferritin light chain (Equus caballus), P02791; apoferritin/1-aminoanthracene competitive binding, fluorescence; Potency, µM (highest dose often 77.5 µM), without a hit: at the highest dose activity change, negative = displacement, most hits filed as inhibitors; 0.074% of 350,000 active; further: on the % scale 0 is the no-effect control and ±100 the full control effect; nearly all actives have a fitted effect of over 20% in size
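Probe: 1-aminoanthracene (50% saturated, PBS). Protein: horse-spleen apoferritin, 10 uM. Incubation: 10 min, room temperature. Detection: 380 nm excitation, 535 nm emission. Analysis: normalized response, four-parameter Hill.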
G9a block: qHTS Assay for Inhibitors of Histone Lysine Methyltransferase G9a; Potency, µM (top dose mostly 102 µM), for inactives: at the top dose activity, negative = inhibition, usual class: inhibitors; Histone-lysine N-methyltransferase EHMT2 (Homo sapiens), Q96KQ7; G9a H3K9 monomethylation, AlphaScreen, 2 h; 8.8% of 350,000 active; further: on the % scale 0 is the no-effect control and ±100 the full control effect; nearly all actives have a fitted effect of over 75% in size
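Readings reflect AlphaScreen signal from monomethyl-H3K9 antibody detection. HMT at 20 nM; substrate b-H3K9 500 nM; cofactor SAM 20 uM; 2 h RT reaction; compounds tested as titrations in qHTS with 15 min preincubation.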
BAZ2B block: qHTS Assay for Inhibitors of BAZ2B; Bromodomain adjacent to zinc finger domain protein 2B (Homo sapiens), Q9UIF8; AlphaScreen BAZ2B-H3K14Ac peptide displacement; Potency, µM (top dose mostly 114 µM), for the others: top-dose activity change, negative = inhibition, actives largely listed as inhibitors; 4.4% of 360,000 active; AID 504333, 2011; further: on the % scale 0 is the no-effect control and ±100 the full control effect; nearly all actives have a fitted effect of over 60% in size
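Compounds, titrated to a top concentration of 110 uM, were incubated 30 min at room temperature with preformed BAZ2B/acetyl-K14 H3 peptide complex (50 nM each). Proximity signal was measured by AlphaScreen after 20 min with beads.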
BLM inh: qHTS Assay for Inhibitors of Bloom's syndrome helicase (BLM); RecQ-like DNA helicase BLM (Homo sapiens), P54132; recombinant BLM DNA unwinding, fluorescence dequenching; Potency, µM (series often up to 56.1 µM), without a hit: at the top dose activity change, negative = inhibition, most hits filed as inhibitors; 0.2% of 350,000 active;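 further: plate controls were vehicle for no effect and no enzyme for full effect; nearly all actives have a fitted effect of over 35% in size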
POLK inh: qHTS for Inhibitors of Polymerase Kappa. purified Pol kappa, fluorescent DNA synthesis assay, 10 min. 0.53% of 400,000 active. Potency, µM (doses to about 107 µM), inactives show at the highest dose activity, negative = inhibition, usual class: inhibitors; further: on the % scale 0 is the no-effect control and ±100 the full control effect
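Kinetic fluorescence screen: compound preincubated 15 min RT with 10 nM enzyme; 50 nM substrate (final) initiates; reads at 0/10 min.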
POLH inh: qHTS for Inhibitors of Polymerase Eta; DNA polymerase eta (Homo sapiens), Q9Y253; recombinant Pol eta, fluorescent DNA replication assay; Potency, µM (top dose mostly 114 µM), for inactives: top-dose activity change, negative = inhibition, most hits filed as inhibitors; 1.2% of 390,000 active; AID 588591, 2011; further: on the % scale 0 is the no-effect control and ±100 the full control effect
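Fluorescent replication assay: 50 nM final substrate added after a 15 min room-temperature compound preincubation with 10 nM enzyme. Signal taken at 0 min and again at 10 min.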
Numbers without * were called inactive; u = inconclusive; x = not tested or not shown; & = joins results of further samples; [ ] = another dose, or the depositor's remark. The call rests on the fitted dose curve; in most records, active means well fitted curve in the direction sought with a large enough effect; inconclusive means small, poorly fitted or top-dose-only effect, or another doubt; inactive means no such curve, though single readings can be large; an effect the other way counts as inactive or inconclusive. Potency means the concentration at half of the fitted maximal effect. Not all compounds are listed (hit frequency here may not be typical).

SMILES | APE1 inh | POLB inh | POLI inh | Apoferritin bind | G9a block | BAZ2B block | BLM inh | POLK inh | POLH inh
COc1ccc(-c2cc(C(=O)Nc3c(C)n(C)n(-c4ccccc4)c3=O)c3ccccc3n2)cc1OC | -5% | -2% | 177%[activator] | 5% | u | 10% | 5% | 0% | -14%
COCCCNS(=O)(=O)c1ccc2c(c1)OCCO2 | 3% | 11% | 18% | -23% | 3%[59 µM] | -6% | -4% | -10% | 8%
CN1CCC(N(C)C(=O)COc2ccc(S(=O)(=O)N3CCOCC3)cc2)CC1 | -4% | 11% | 52% | -1% | u | 7% | 3% | 10% | -19%
O=C(NNc1cccc(Cl)n1)Nc1cccc(C(F)(F)F)c1 | u | 48% | 68%[activator] | -6% | 26%[59 µM] | 5% | -3% | -22% | -22%
CC12COC3(C(=O)Nc4ccc5ccccc5c4)CC1CCC32C (stereo unspecified) | 2% | 2% | 47%[activator] | u | 32% | 1% | -8% | -7% | -7%
COc1cc(SC)ccc1C(=O)OCC(=O)N1CCN(C(C)=O)CC1 | 29% | x | 6% | x | 2%[0.501 µM] | -3% | x | -12% | -7%
CNC(=S)NNC(=O)c1sccc1OCc1ccc(C)cc1 | 0% | 23% | 11% | 1% | -4% | 5% | 1% | -2% | -11%
O=C1/C(=C/c2cccnc2)Oc2cc(OS(=O)(=O)c3ccc(F)cc3)ccc21 | 7% | 3% | 57%[activator] | -17% | -11% | -29% | -2% | -20% | -12%
COc1ccccc1N1CCN(C(=O)CSc2nc(-c3ccccc3)cc(=O)[nH]2)CC1 | -3% | 0% | 15% | -8% | -19%[59 µM] | -3% | -14% | 0% | -12%
CC(=O)Nc1ccc2nc3c(=O)n(C)c(=O)n(C)c3nc2c1C | x | 26% | 24% | 57%[activator] | -6%[59 µM] | 1% | -2% | -1% | -9%

Reformatted: results already given.
Below each SMILES: APE1 inh, POLB inh, POLI inh, Apoferritin bind, G9a block, BAZ2B block, BLM inh, POLK inh, POLH inh
> CC(=O)Nc1ccc2nc3c(=O)n(C)c(=O)n(C)c3nc2c1C
    x, 26%, 24%, 57%[activator], -6%[59 µM], 1%, -2%, -1%, -9%
> COc1ccc(-c2cc(C(=O)Nc3c(C)n(C)n(-c4ccccc4)c3=O)c3ccccc3n2)cc1OC
    -5%, -2%, 177%[activator], 5%, u, 10%, 5%, 0%, -14%
> COc1ccccc1N1CCN(C(=O)CSc2nc(-c3ccccc3)cc(=O)[nH]2)CC1
    -3%, 0%, 15%, -8%, -19%[59 µM], -3%, -14%, 0%, -12%
> O=C1/C(=C/c2cccnc2)Oc2cc(OS(=O)(=O)c3ccc(F)cc3)ccc21
    7%, 3%, 57%[activator], -17%, -11%, -29%, -2%, -20%, -12%

The list goes on.
SMILES | APE1 inh | POLB inh | POLI inh | Apoferritin bind | G9a block | BAZ2B block | BLM inh | POLK inh | POLH inh
CCn1c(C)c(C)c2cc(C(=O)N3CCc4ccccc4C3)ccc21 | 19% | -8% | 24% | 5% | 45µM* | 22µM* | -6% | -13% | -30%
O=c1c2c3c(sc2nc2n1CCCCC2)CCC3 | 0% | 32µM* | 11% | -17% | -34% | 8% | -7% | 6% | -12%
Cn1nc(Oc2ncc(C(F)(F)F)cc2Cl)cc1C(F)(F)F | 1% | 29% | 97%[activator] | 1% | 0% | -7% | -2% | -11% | 4%
Cc1nc2ccc(S(=O)(=O)Nc3ccccc3C)cc2s1 | 6% | -26% | 1% | -17% | 14%[59 µM] | 5% | 1% | -14% | -7%
Cn1c(SCC(=O)c2ccccc2)nnc1C1CC1 | 5% | 6% | -4% | -20% | 40µM* | -3% | 0% | -1% | -7%
CCOC(=O)C1CCN(C(=O)Cn2nc(CC)n3cccc3c2=O)CC1 | 20% | 53% | 27% | -8% | 15% | -16% | -2% | 6% | -17%
CCc1ccccc1N(CC(=O)N1CCc2ccccc2C1)S(C)(=O)=O | -5% | 15% | 18% | -19% | x | -1% | -1% | -2% | -5%
O=C(CN1C(=O)C2CCCCC2C1=O)OCn1nnc2ccccc2c1=O (stereo unspecified) | -4% | -6% | 0% | -16% | 27%[12.7 µM] | -20% | -4% | -9% | 3%
C=CCc1cc(C=O)cc(OC)c1OCc1ccc(Cl)cc1 | 0% | 28% | -8% | u | 348%[activator] | 105%[activator] | -6% | -6% | -24%
CCOc1ccccc1Oc1ncnc2c1oc1ccccc12 | x | -7% | 31%[activator] | -2% | 9%[59 µM] | 43%[activator] | -3% | -3%[60.1 µM] | -29%
COCCn1c(=O)c(-c2cccc(F)c2)nc2cncnc21 | 3% | x | x | x | 6%[0.501 µM] | x | 4% | -8%[60.1 µM] | x
O=C(NCC(c1cccs1)N1CCOCC1)c1ccccc1NS(=O)(=O)c1cc([N+](=O)[O-])ccc1Cl (stereo unspecified) | -3% | -3%[57.1 µM] | 82%[activator] | -14% | 45µM* | -4% | 5% | 3% | -22%
O=C(CSc1nccn1-c1ccccc1)c1ccc(Br)cc1 | 9% | 3% | u | u | -3%[0.0925 µM] | u | -6% | -2% | -13%
Cc1ccc(-c2nnc(Nc3ccc(C(N)=O)cc3)c3ccccc23)cc1S(=O)(=O)NCC1CCCO1 (stereo unspecified) | -2% | 3% | -8% | 5% | 7% | 9% | -3% | 2% | u
COc1ccc(NS(=O)(=O)c2ccc(NC(=O)C(CCSC)NC(N)=O)cc2)cc1 (stereo unspecified) | -9% | -21% | 15% | -11% | 14%[59 µM] | -14% | -3% | 1% | -18%
O=C(CCc1ccccc1)Nc1ccnn1C1CCN(Cc2ncc[nH]2)CC1 | 6% | 52% | -10% | 0% | 3%[0.0925 µM] | -6% | 2% | -11% | 3%
CC(=O)c1ccc(NS(=O)(=O)c2cc(-c3cc(C)no3)ccc2C)cc1 | x | 7% | u | 7% | -2%[59 µM] | 2% | -9% | -8%[60.1 µM] | -11%
CCOc1cc([N+](=O)[O-])cc2c1C(=O)Nc1ccccc1O2 | -4% | u | 7% | -18% | 1% | -9% | -7% | -7% | -15%
CC(NC(=O)c1ccc(F)cc1)c1ccc2c(c1)CCCC2 (stereo unspecified) | -3% | 13% | 2% | -10% | 11% | 0% | -6% | -1% | -16%
Cc1cc(C)nc(SCCCn2c(=O)[nH]c3ccccc32)n1 | -1% | 3% | 13% | -10% | -8% | 2% | 0% | -2% | -4%
CC1(C)CC(=O)c2c(nc3ccccc3c2N)C1 | -8% | 30% | -3% | -3% | 21%[59 µM] | -9% | 23% | -7% | -9%
CNC[C@H](CC1CCCCC1)NC[C@H](Cc1ccccc1)NCCC12CC3CC(CC(C3)C1)C2 | -25% | 6% | 23% | -22% | 45µM* | u | -10% | 11% | -18%
CSCCC(NC(=O)COc1ccccc1)C(=O)N1CCCCCC1 (stereo unspecified) | -12% | x | 31%[activator] | x | -3%[12.7 µM] | 6% | x | -1% | -13%
O=C(c1cc(C(F)(F)F)cc(C(F)(F)F)c1)N1CCC2(CC1)CCN(c1ccncc1)CC2 | 5% | x | x | x | 6%[12.7 µM] | x | -5% | 5%[60.1 µM] | x
COc1ccc(C(=O)C2CCCN(Cc3cn[nH]c3-c3ccccc3)C2)cc1OC (stereo unspecified) | 14% | 3% | 17% | -6% | -6%[0.501 µM] | -1% | 4% | -1% | -12%
O=S(=O)(Nc1nc2ccccc2nc1NCCO)c1cccc(Cl)c1 | 9% | 7% | 3% | 14% | -43%[12.7 µM] | u | -8% | 5% | 8%
CCc1ccc(-n2nc(CO)c(C(=O)NCCOC)n2)cc1 | x | 0% | u | -2% | 8%[59 µM] | -1% | 2% | -5% | -14%
Nc1nonc1C(=O)N1CCCCC1 | -3% | 0% | 70%[activator] | -7% | 2% | 15% | -1% | -12% | -9%
O=C(CN1CCN(c2ncccn2)CC1)NCc1ccccc1 | -2% | 4% | 13% | -8% | 56µM* | 10% | 2% | 4% | -2%
CCCc1cc(=O)[nH]c(SCC(=O)c2cc(C)n(CC3CCCO3)c2C)n1 (stereo unspecified) | 10% | x | -10% | x | x | x | x | -18% | -9%
Cc1nc2nc(C)c(NS(=O)(=O)c3ccc(C4CCCCC4)cc3)c(=O)n2[nH]1 | -12% | 52% | 9% | 2% | u | 6% | 3% | -11% | 0%
CCC1=C2CC[C@H]3C(=O)N(c4ccccc4)C(=O)[C@H]3[C@H]2[C@@]2(C)C(=NCc3ccccc3)OC(=O)N2C1=O | 11%&3% | 1% | u | -7%&-14% | -5%[59 µM] | 1% | -4%&-6% | u | -8%
COC(=O)C1=C(CS(=O)(=O)c2ccccc2)NC(=O)NC1c1ccccc1 (stereo unspecified) | -3% | -1% | 50%[activator] | -2% | 16% | -12% | -1% | -19% | -16%
CCN(CC)S(=O)(=O)c1cc(NC(=O)C(C)N2CCN(Cc3ccc4c(c3)OCO4)CC2)ccc1C (stereo unspecified) | 4% | 1% | 1% | -23% | 12% | -36% | -1% | 3% | -19%
COc1ccc(/C=N/NC(=O)c2cccnc2)cc1 | -5% | 26% | 6% | 10% | 27% | 2% | 2% | 7% | 0%
Cc1nonc1NC(=O)Nc1cccnc1 | -6% | 0% | 9% | 3% | 3%[12.7 µM] | 5% | -1% | 3% | 1%
CC(=O)Nc1ccc(S(=O)(=O)N2CCN=C2SCc2ccc(C)cc2)cc1 | 26% | 26% | 20% | u | 10% | -21% | -6% | 1% | -28%
CC(C)(C)c1ccccc1NC(=O)c1ccc2c(c1)SC1=NS(=O)(=O)CCN12 | -11% | u | 32%[activator] | -2% | 19%[59 µM] | -16% | -7% | -1% | -5%

Complete entries as entered above. Values in the order: APE1 inh	POLB inh	POLI inh	Apoferritin bind	G9a block	BAZ2B block	BLM inh	POLK inh	POLH inh
CCn1c(C)c(C)c2cc(C(=O)N3CCc4ccccc4C3)ccc21 is entered as 19%	-8%	24%	5%	45µM*	22µM*	-6%	-13%	-30%
O=c1c2c3c(sc2nc2n1CCCCC2)CCC3 is entered as 0%	32µM*	11%	-17%	-34%	8%	-7%	6%	-12%
